# Growth percent in the NCI-60 one-dose screen (48 h, 10 µM unless noted): 100 = growth as untreated, 0 = no growth, -100 = all killed.
# RXF 393 = RXF 393 renal cancer cells; 77,000 compounds, 6.9% hits
# UO-31 = UO-31 renal cancer. AID 1794768. 81,000 compounds, 5.2% hits
# TK-10 = TK-10 renal cancer cells; 81,000 compounds, 3.9% hits; AID 1794769
# A498 = A498 renal cancer cells; AID 1794774; 76,000 compounds, 5.4% hits
# 786-0 = 786-0 renal cancer cells; 81,000 compounds, 5.1% hits; AID 1794775
# CAKI-1 = CAKI-1 renal cancer. 75,000 compounds, 4.7% hits. AID 1794772
# SN12C = SN12C renal cancer cells | 81,000 compounds, 3.8% hits | AID 1794767
# ACHN = ACHN renal cancer | 81,000 compounds, 4.9% hits | AID 1794771
# The depositor's hits bear a star; / = not tested or not shown. How the source made its calls: active means growth percent below 10; inactive means the rest.
# The opening 7 records as a preview:
# The line under a structure holds: RXF 393 | UO-31 | TK-10 | A498 | 786-0 | CAKI-1 | SN12C | ACHN
> Nc1ccc(Br)cc1Br
  117 | 101 | 94 | 102 | 96 | 136 | 102 | 100
> COc1ccc(-c2cc(-c3ccc(Cl)cc3)c(C#N)c(=O)n2CCCCC(=O)NO)cc1
  37 | -16* | 70 | 95 | 80 | -13* | 69 | 35
> C(=C\c1ccccn1)/c1cccnc1
  163 | 108 | 138 | 77 | 106 | / | 95 | 119
> CC1CN(S(=O)(=O)c2ccc(-c3cc4ccccc4c(=O)o3)cc2)CC(C)C1(F)F (configuration not stated)
  102 | 87 | 168 | 110 | 99 | 81 | 92 | 93
> Cc1ccc2nc(NC(=O)CN3CCN(CCN4C(=O)c5cccc6cccc(c56)C4=O)CC3)sc2c1
  82 | 74 | 78 | / | 76 | 71 | 64 | 72
> Cc1nc2c(c3nnc(-c4ccc(F)cc4)n13)CC(C)c1ccccc1N2C (configuration not stated)
  124 | 82 | 104 | 113 | 101 | 85 | 100 | 95
> c1coc2occoc=2o1
  117 | 93 | 103 | 107 | 102 | 101 | 89 | 102

# Results, from the first entry:
# The line under a structure holds: RXF 393 | UO-31 | TK-10 | A498 | 786-0 | CAKI-1 | SN12C | ACHN
> Nc1ccc(Br)cc1Br
  117 | 101 | 94 | 102 | 96 | 136 | 102 | 100
> COc1ccc(-c2cc(-c3ccc(Cl)cc3)c(C#N)c(=O)n2CCCCC(=O)NO)cc1
  37 | -16* | 70 | 95 | 80 | -13* | 69 | 35
> C(=C\c1ccccn1)/c1cccnc1
  163 | 108 | 138 | 77 | 106 | / | 95 | 119
> CC1CN(S(=O)(=O)c2ccc(-c3cc4ccccc4c(=O)o3)cc2)CC(C)C1(F)F (configuration not stated)
  102 | 87 | 168 | 110 | 99 | 81 | 92 | 93
> Cc1ccc2nc(NC(=O)CN3CCN(CCN4C(=O)c5cccc6cccc(c56)C4=O)CC3)sc2c1
  82 | 74 | 78 | / | 76 | 71 | 64 | 72
> Cc1nc2c(c3nnc(-c4ccc(F)cc4)n13)CC(C)c1ccccc1N2C (configuration not stated)
  124 | 82 | 104 | 113 | 101 | 85 | 100 | 95
> c1coc2occoc=2o1
  117 | 93 | 103 | 107 | 102 | 101 | 89 | 102
> C=C(CN1CCc2c([nH]c3ccccc23)C1)c1ccc(C(=O)Nc2ccon2)cc1
  / | 31 | 131 | 116 | 96 | 84 | 94 | 99
> COc1ccc(N2C(=N)C(=S)N(c3ccc(C)cc3)C2=O)cc1
  106 | 77 | 105 | 95 | 97 | 90 | 103 | 92
> COC(=O)/C=C(/CC(=O)OC)Nc1ccc(OC)cc1
  108 | 66 | 107 | 108 | 76 | 87 | 104 | 87
> O=C(/C=C/c1ccc(Cl)c(Cl)c1)c1cccs1
  93 | 74 | 76 | / | 83 | 70 | 97 | 94
> N#Cc1c(-c2cccs2)cc(-c2cnccn2)nc1SCC(=O)c1ccccc1
  98 | 81 | 120 | 65 | 105 | 89 | 105 | 104
> CC(C)c1ccc(CN)cc1
  112 | 94 | 94 | 89 | 103 | 108 | 123 | 95
> COc1cccc(OCC(O)CN2CCN(c3cccc(C)c3)CC2)c1 (configuration not stated)
  108 | 81 | 113 | 86 | 102 | 97 | 104 | 108
> O=c1c2cc(Nc3nc(-c4ccc(F)cc4)cs3)ccc2nc2n1CCC2
  104 | 104 | 108 | / | 104 | 88 | 96 | 99
> Cc1ccc(C2=NN(C(=O)c3ccc(S(N)(=O)=O)cc3)C(c3ccc(C)cc3)C2)cc1 (configuration not stated)
  84 | 87 | 97 | 92 | 103 | 80 | 95 | 100
> O=C1Cc2c(sc3c(F)cccc23)C(c2cccc([N+](=O)[O-])c2)N1 (configuration not stated)
  105 | 65 | 152 | 95 | 110 | 78 | 96 | 93
> COc1cc(-c2nc3ccc(-c4nnc(SCC(=O)Nc5ccc(/C(C)=N\O)cc5)o4)cc3[nH]2)cc(OC)c1OC
  115 | 89 | 134 | 146 | 121 | 102 | 106 | 92
> CN1CCc2c(c3cccc4c3n2Cc2ccccc2O4)C1
  / | 70 | 102 | 79 | 89 | 82 | 86 | 98
> CCCCCCCCCCC[C@@H](C[C@H]1OC(=O)[C@H]1CCCCCC)OC(=O)[C@@H](CC(C)C)NC=O
  44 | 19 | 95 | 84 | 45 | 55 | 44 | 63
> CN(C)C(=C(c1ccccc1)c1ccccc1)c1ccccc1
  / | 79 | 92 | 115 | 95 | / | 101 | 105
> CC(=O)c1ccc(S(=O)(=O)N(C)c2oc(-c3cccc4ccccc34)nc2C#N)cc1
  91 | 80 | 107 | 89 | 95 | 87 | 89 | 95
> O=C(O)C1CCC(C(=O)O)SS1 (configuration not stated)
  116 | 77 | 93 | / | 99 | 114 | 95 | 105
> COc1cc(CNC(=O)CCCC/C=C/C(C)C)ccc1OCc1nnc(Nc2ccc(F)cc2)o1
  105 | 69 | 100 | 98 | 86 | / | 87 | 88
> O=C(c1cc(-c2ccc(Cl)cc2)nc2ccccc12)N1N=C(c2ccccc2)CC1c1cc(-c2ccccc2)nn1-c1ccccc1 (configuration not stated)
  / | 70 | 131 | 92 | 90 | / | 85 | 73
> COc1cc(CNC(=O)CCCC/C=C/C(C)C)ccc1OCc1cn(-c2ccc(Br)cc2)nn1
  105 | 68 | 118 | 88 | 92 | 82 | 83 | 74
> COc1ccc(C2=Cc3[nH][nH]c(=O)c3C(c3ccc(OC)cc3)C2)cc1 (configuration not stated)
  / | 72 | 95 | / | 95 | 89 | 101 | 93
> O=C(O)c1ccc(-c2nn(-c3ccc(C(F)(F)F)cc3)cc2/C=N/NS(=O)(=O)c2ccccc2)cc1
  115 | 104 | 116 | 100 | 103 | 95 | 100 | 102
> N#Cc1ccc(N)cc1OCCCN1CCCCC1
  111 | 69 | 102 | 99 | 106 | 104 | 96 | 93
> N/C(=N\C(N)=N\c1nc2ccccc2s1)c1ccc(Cl)nc1
  113 | 98 | 125 | 105 | 101 | 97 | 103 | 102
> Cc1cc(=O)c2c(N(C)C)cccc2[nH]1
  103 | 72 | 101 | 88 | 98 | 89 | 94 | 103
> O=C1NC(=C(Cl)Cl)/C(=N/S(=O)(=O)Nc2ccc(F)cc2)N1
  102 | 100 | 123 | 127 | 103 | 103 | 91 | 104
> Cc1ccc(S(=O)(=O)NCCNc2nccc(-c3c(-c4cccc([N+](=O)[O-])c4)nc4sccn34)n2)cc1
  56 | 26 | 82 | 54 | 64 | 50 | 43 | 40
> Nc1ncnc2c1cnn2Cc1ccccc1
  100 | 92 | 104 | 85 | 94 | 94 | 99 | 98
> COc1ccc2cc(-c3csc(Nc4ccccc4)n3)c(=O)oc2c1
  108 | 91 | 93 | / | 90 | 92 | 86 | 91
> CC(=O)O[C@H]1[C@H](CC#CC#CC[C@@H]2C[C@]3(C)[C@H]4CC=C5[C@H]6[C@@H](C)[C@H](C)CC[C@]6(C(=O)NCCN(CCN)CCN)CC[C@@]5(C)[C@]4(C)CC[C@H]3C(C)(C)[C@H]2OC(C)=O)C[C@]2(C)[C@H]3CC=C4[C@H]5[C@@H](C)[C@H](C)CC[C@]5(C(=O)NCCN(CCN)CCN)CC[C@@]4(C)[C@]3(C)CC[C@H]2C1(C)C
  58 | 34 | 110 | 122 | 83 | 35 | 52 | 76
> CC(=O)Nc1ccc(N=Nc2ccccc2)cc1[N+](=O)[O-]
  107 | 53 | 107 | 98 | 104 | 75 | 92 | 96
> COc1cc(-c2cc(C(=O)O)c3cc4ccccc4cc3n2)cc(OC)c1OC
  116 | 91 | 141 | 101 | 120 | 93 | 105 | 114
> CC(=O)O[C@@H]1CCN2C(=O)Nc3ncccc3[C@@H]2C1
  109 | 87 | 98 | 99 | 99 | 93 | 92 | 102
> CCCCC1(/C=N/NC(N)=S)NC(=O)NC1=O (configuration not stated)
  / | 93 | 97 | / | 106 | 99 | 98 | 115
> COc1cc(OC)c2c(=O)c3c(CC=C(C)C)cc(OC)c(O)c3oc2c1
  100 | 72 | 83 | 68 | 90 | 75 | 96 | 80
> O=C(Nc1cccc(Cl)c1)Oc1c(Cl)c(Cl)c(OC(=O)Nc2cccc(Cl)c2)c(Cl)c1Cl
  116 | 86 | 101 | 97 | 99 | 100 | / | 102
> CS(=O)(=O)Oc1ccc(-c2cn3ccoc3n2)cc1
  129 | 95 | 93 | 103 | 101 | 98 | 101 | 106
> CCOC(=O)C(=CNc1cccc(N(C)C)c1)C(=O)OCC
  103 | 79 | 83 | 76 | 96 | 88 | 93 | 92
> Fc1ccc(-c2nc3cc4nc5ccccc5[nH]c4cc3n2)cc1
  99 | 94 | 107 | 86 | 98 | / | 90 | 96
> Cc1cc2cc(C)c3cccc(C)c3c2c2c(C)cccc12
  98 | 93 | 103 | 91 | 98 | 99 | 99 | 95
> C=CCOC(=O)CCCCCC1CCCCC1
  109 | 93 | 100 | 103 | 101 | 99 | 104 | 105
> C=CCn1cc(-c2nc3ccccc3s2)c2cc(-c3ccc4c5c(cccc35)C(=O)N(C3CCCCC3)C4=O)ccc21
  108 | 79 | 129 | 106 | / | 88 | 94 | 93
> CC(C)(C)OC(=O)NC(CCC(=O)NC(CSc1ccc([N+](=O)[O-])cc1[N+](=O)[O-])C(=O)NCC(=O)Oc1ccccc1C1CC(=O)c2ccccc2O1)C(=O)Oc1ccccc1C1CC(=O)c2ccccc2O1 (configuration not stated)
  / | 63 | 94 | 91 | 104 | 84 | 90 | 95
> COc1cc(C(=O)c2cc(C)c3[nH]c4ccc(C)cc4c3c2C)cc(OC)c1OC
  37 | 25 | 88 | -8.9* | 19 | 24 | 22 | 26
> Nc1c(C(=O)Nc2cccc(Cl)c2)oc2ncccc12
  100 | 54 | 149 | 93 | 104 | 93 | 96 | 89
> O=C(CCc1ccc(-c2ccc(F)cc2)o1)Nc1ncc(Cc2ccc(F)cc2)s1
  94 | 77 | 95 | 100 | 98 | 73 | 97 | 92
> Cc1cc2nc(C)c(C)nc2cc1C
  109 | 78 | 118 | 114 | 103 | 82 | 115 | 91
> COc1ccc(/C=C\c2cc(OC)c(OC)c(OC)c2)cc1OCC(=O)Nc1ccc2ncsc2c1
  97 | 56 | 89 | 84 | 92 | 69 | 72 | 77
> CC1(C)C(=O)OCC2=C1CCCC2
  99 | 90 | 112 | 90 | 104 | 88 | 101 | 108
> Brc1ccc(-c2nc3sc(-c4ccc5c(c4)OCO5)nn3c2Br)cc1
  99 | 79 | 83 | 92 | 85 | 83 | 80 | 96
> COc1cc(-n2cc(C#N)c(N)c2C(=O)c2ccc(F)cc2)cc(OC)c1OC
  103 | 84 | 100 | 95 | 98 | 94 | 99 | 106
> O=S(=O)(O)c1cc(Cl)cc(N=Nc2ccc(O)cc2O)c1O
  120 | 117 | 114 | 128 | 117 | 117 | 95 | 109
> CCN1CCN(CCNc2nccc(-c3c(-c4ccc(F)c(OC)c4)nc4sccn34)n2)S1(=O)=O
  45 | 87 | 118 | 102 | 102 | 77 | 71 | 60
> CC1SC(c2ccc(Br)cc2)N(NC(=O)CCC(=O)c2nc3ncccc3[nH]2)C1=O (configuration not stated)
  97 | 70 | 110 | 98 | 97 | 80 | 98 | 100

# Arranged by formula weight (ascending): some entries from above
# The line under a structure holds: RXF 393 | UO-31 | TK-10 | A498 | 786-0 | CAKI-1 | SN12C | ACHN
> CC1(C)C(=O)OCC2=C1CCCC2
  99 | 90 | 112 | 90 | 104 | 88 | 101 | 108
> O=S(=O)(O)c1cc(Cl)cc(N=Nc2ccc(O)cc2O)c1O
  120 | 117 | 114 | 128 | 117 | 117 | 95 | 109
> O=C(CCc1ccc(-c2ccc(F)cc2)o1)Nc1ncc(Cc2ccc(F)cc2)s1
  94 | 77 | 95 | 100 | 98 | 73 | 97 | 92

# Going on with the list.
# The line under a structure holds: RXF 393 | UO-31 | TK-10 | A498 | 786-0 | CAKI-1 | SN12C | ACHN
> COc1ccc(-n2c(-c3csc(NC(C)=O)n3)n[nH]c2=S)cc1
  98 | 93 | 95 | / | 95 | 72 | 97 | 105
> O=C1C(Cl)=C(Nc2ccc3cn[nH]c3c2)C(=O)c2ccccc21
  -96* | -98* | 20 | 93 | -99* | -94* | -43* | 41
> OC(c1cc2cc(Br)ccc2c2cc(Br)ccc12)C1CCCCN1 (configuration not stated)
  -94* | -81* | -90* | 24 | -42* | -81* | -74* | -73*
> Cc1ccc(-c2cc3nc(C(Cl)Cl)nc(-c4ccccc4)n3n2)cc1
  70 | 92 | 108 | / | 94 | 73 | 107 | 48
> COc1cnc2c(c1)C(=O)c1c-2n(CCCNC2=NCCS2)c(=O)c2cc(Cl)ccc12
  39 | -81* | -18* | -13* | -97* | -92* | -49* | -92*
> O=C(CCC(=O)c1nc2ncccc2[nH]1)NN1C(=O)CSC1c1ccccc1O (configuration not stated)
  87 | 76 | 118 | 84 | 96 | 82 | 97 | 97
> Cc1cc(O)c(C(C)C)cc1O
  123 | 94 | 117 | 104 | 107 | 111 | 114 | 114
> CCC1C(C(=O)c2cc(Cl)ccc2O)=CNc2cc(C)nn21 (configuration not stated)
  112 | 74 | 103 | 110 | 106 | / | 98 | 103
> Cc1cccc(C)c1Nc1nnc(-c2ccco2)o1
  100 | 91 | 100 | 108 | 96 | / | 120 | 100
> CCc1c(CC)c(CC)c(CC)c(CC)c1CC
  112 | 82 | 120 | 101 | 113 | 96 | 96 | 93
> CCCCCCNC(=O)CCC
  115 | 91 | 102 | 101 | 98 | 97 | 105 | 105
> CCN(CC)CCCC(Nc1c2ccc(Cl)cc2nc2ccc(OC)cc12)c1ccc(Cl)cc1 (configuration not stated)
  / | 28 | -60* | 38 | -84* | -37* | 36 | -34*
> CC(C)N(c1cc(=O)nc2ccccn12)C(C)C
  109 | 99 | 100 | 119 | 99 | 99 | 107 | 105
> Nc1ccccc1-c1n[nH]c(=O)[nH]c1=O
  / | 87 | / | 107 | 109 | 87 | 98 | 104
> COc1cc(OC)c(C(=O)/C=C/c2cccc(OC(C)=O)c2)cc1CC=C(C)C
  / | / | 162 | 120 | 91 | 241 | 62 | 75
> O=C(Cc1ccccc1)c1ccc(O)cc1
  110 | 81 | 102 | 93 | 100 | 94 | 104 | 103
> O=C1c2ccccc2C23C(=C(Br)c4ccccc42)CCCCN13 (configuration not stated)
  / | 86 | 103 | 92 | 94 | 81 | 99 | 93

# High-throughput results from PubChem.
